NR1D1 modulator – modulators of Rev-erb alpha DNA binding, primary screen, biochemical, FITC-DNA, fluorescence polarization, uHTS | Rev-erbα–FITC-DNA binding, 90 min | activity, % at 10 µM | 0.79% of 370,000 active | AID 1259318, 2017 | Nuclear receptor subfamily 1 group D member 1 (Homo sapiens), P20393;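 active = activity above about 14%, limit read from the data; passing the limit was not always enough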;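 note: 0% = DMSO wells with 35 nM protein and 100% = DMSO wells with 750 nM protein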
Target sequence (P20393 whole entry, looked up): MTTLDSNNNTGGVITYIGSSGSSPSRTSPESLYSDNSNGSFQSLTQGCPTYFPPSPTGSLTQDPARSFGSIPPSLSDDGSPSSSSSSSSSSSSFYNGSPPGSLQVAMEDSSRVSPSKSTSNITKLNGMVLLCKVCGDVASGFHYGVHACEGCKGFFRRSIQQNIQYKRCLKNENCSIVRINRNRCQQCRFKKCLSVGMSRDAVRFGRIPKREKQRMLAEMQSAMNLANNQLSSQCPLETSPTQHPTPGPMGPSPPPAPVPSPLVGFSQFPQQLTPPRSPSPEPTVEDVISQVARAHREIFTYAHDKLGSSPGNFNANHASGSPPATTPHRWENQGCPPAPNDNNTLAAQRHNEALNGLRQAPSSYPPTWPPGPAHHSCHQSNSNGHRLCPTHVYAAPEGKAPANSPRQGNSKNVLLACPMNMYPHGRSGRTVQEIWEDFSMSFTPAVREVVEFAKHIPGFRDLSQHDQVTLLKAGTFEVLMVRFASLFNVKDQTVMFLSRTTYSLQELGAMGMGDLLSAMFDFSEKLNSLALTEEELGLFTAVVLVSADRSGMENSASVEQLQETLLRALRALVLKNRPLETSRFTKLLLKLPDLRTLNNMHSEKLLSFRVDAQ
ASAP1 GAP inh – inhibitors of human ASAP1 ArfGAP activity, primary screen, biochemical, fluorescence polarization. AID 624377, 2012. 0.19% of 360,000 active. inhibition, % at 16.5 µM. Arf-GAP with SH3 domain, ANK repeat and PH domain-containing protein 1 (Homo sapiens), …. ASAP1-stimulated ARF1 GTP hydrolysis, GDP FP detection; in the data active = inhibition above about 25%;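 note: 0% = vehicle with enzyme and substrate and 100% = no enzyme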
ARFGAP1 inh – inhibitors of rat ARFGAP1 GAP activity, primary screen, biochemical, fluorescence polarization, GDP tracer | inhibition, % at 16.5 µM | ADP-ribosylation factor GTPase-activating protein 1 (Rattus norvegicus), Q62848 | AID 651572, 2012 | Arfgap1-stimulated ARF1 GTP hydrolysis, GDP FP detection | 0.26% of 360,000 active;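 active = inhibition above a per-plate limit, mean inhibition of low control wells plus 3 SD, cut at about 25% in these data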;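 note: 0% = DMSO wells with enzyme and 100% = wells lacking Arfgap1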
Target sequence (Q62848 1-136 limits assumed): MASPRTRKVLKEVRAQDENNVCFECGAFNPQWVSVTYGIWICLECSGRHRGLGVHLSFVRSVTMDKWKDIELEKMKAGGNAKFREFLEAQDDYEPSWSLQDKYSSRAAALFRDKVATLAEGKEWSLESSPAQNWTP
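material = rat Arfgap1 catalytic domain, aa 1-136 | also added = human ARF1(Δ1-17)-GTP substrate | compound dosing = one concentration, 16.5 µM, DMSO 1.26% | times = GTP hydrolysis reaction 2 h at 25 °C | measured by = FP, GDP Alexa 633 tracer displaced from anti-GDP antibody, 620/688 nm | evaluation = percent inhibition of Arfgap1-stimulated GTP hydrolysis | replication = single well per compound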
PLC-beta3 inh – human PLC-beta3 inhibitors, primary screen, biochemical, fluorescence. 1-phosphatidylinositol 4,5-bisphosphate phosphodiesterase beta-3 (Homo sapiens), Q01970. Purified PLC-beta3, fluorogenic substrate. 0.18% of 370,000 active. inhibition, % at 12.2 µM; in the data active = inhibition above about 11%;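 note: 0% = median of compound wells on plate and 100% = full blocker control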
HGIII-sPLA2 inh – human group III sPLA2 inhibitors, primary screen, biochemical, QFRET, BODIPY PC-A2 liposome substrate. Group 3 secretory phospholipase A2 (Homo sapiens), Q9NZ20. QFRET BODIPY PC-A2 liposome hydrolysis, fluorescence. inhibition, % at 12.2 µM. 0.56% of 370,000 active;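 active = inhibition above mean plus 3 SD of compounds lying within the high and low control bounds, cut at about 19% in these data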;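 note: 0% = median of test compound wells and 100% = no enzyme DMSO wells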
DDE Tn7 FP inh – inhibitors of Tn7 peptide binding to fibrin DD(E), primary screen, biochemical, fluorescence polarization, human fibrin, Tn7 probe; Fibrinogen beta chain (Homo sapiens), P02675; FP displacement of FITC-Tn7 peptide from fibrin DD(E); 0% = median of compound wells per plate; inhibition, % at 8.3 µM; 0.13% of 370,000 active; AID 720508, 2013;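 active = inhibition above the mean of compounds falling within the control limits plus 3 SD of them, cut at about 14% in these data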;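 note: 0% = plate median of compound wells and 100% = 10 µM Aha-Tn7 peptide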
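System: human fibrin DD(E); quantity: Fibrin-DD(E) at 2 µM final; also added: fluorescent Tn7 probe at 0.1 µM; compound dosing: single nominal test concentration of 8.3 µM per compound; schedule: 10 min preincubation, 3 h with tracer, room temperature; detection: fluorescence polarization of the labelled Tn7 tracer; repeats: one replicate per compound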
DDE Tn6 FP inh – inhibitors of Tn6 peptide binding to fibrin DD(E), primary screen, biochemical, fluorescence polarization, human fibrin, Tn6 probe; Fibrinogen beta chain (Homo sapiens), P02675; Fibrin DD(E) TRITC-Tn6 fluorescence polarization displacement; inhibition, % at 8.3 µM; 0.21% of 370,000 active; AID 720509, 2013;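 active = inhibition above a per-campaign cutoff: mean of compounds within control limits plus 3 SD, cut at about 15% in these data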;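 note: 0% = median of all compound wells on the plate and 100% = blocking peptide control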
KLK7 zymogen act – proKLK7 zymogen activators, primary screen, biochemical, fluorescence intensity | Kallikrein-7 (Homo sapiens), P49862 | purified proKLK7, EDANS-DABCYL substrate fluorescence; 100% is mature enzyme control, 0% vehicle | activation, % at 7 µM | 0.9% of 370,000 active;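 active = activation above the mean of all tested compounds plus 3 SD, computed per campaign excluding outliers beyond control limits, cut at about 13% in these data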
Target sequence (P49862 whole entry, looked up): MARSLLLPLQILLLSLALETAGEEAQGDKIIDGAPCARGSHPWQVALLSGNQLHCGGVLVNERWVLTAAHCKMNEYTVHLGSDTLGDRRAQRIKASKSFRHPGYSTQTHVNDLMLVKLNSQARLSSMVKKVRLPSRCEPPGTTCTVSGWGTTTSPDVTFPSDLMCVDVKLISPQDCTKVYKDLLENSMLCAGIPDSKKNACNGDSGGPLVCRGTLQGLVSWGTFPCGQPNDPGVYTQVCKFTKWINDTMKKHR
UHRF1 MBD2 ctr – UHRF1 methylated DNA binding inhibitors, primary screen, counter-screen for MBD2 inhibitor project, biochemical, TR-FRET, human UHRF1, single concentration. E3 ubiquitin-protein ligase UHRF1 (Homo sapiens), Q96T88. UHRF1 binding to methylated oligo. inhibition, % at 4.4 µM. 0.75% of 370,000 active. AID 687016, 2013; in the data active = inhibition above about 21%;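 note: UHRF1 SRA domain binding a hemimethylated CpG hairpin DNA probe; 0% = median of test compound wells and 100% = reference inhibitor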
PLCg1 inh – PLC-gamma1 enzyme inhibitors, primary screen, biochemical, fluorescence, purified enzyme | AID 720700, 2013 | fluorogenic substrate | inhibition, % at 12.2 µM | 0.84% of 370,000 active | 1-phosphatidylinositol 4,5-bisphosphate phosphodiesterase gamma-1 (Homo sapiens), P19174; in the data active = inhibition above about 9.5%
* hit, by the source's call.

`COc1cccc(NC(=O)N(C)C[C@@H]2OCc3cnnn3CCCC(=O)N([C@@H](C)CO)C[C@H]2C)c1` gave NR1D1 modulator 3, ASAP1 GAP inh -2, ARFGAP1 inh -7, PLC-beta3 inh 2, HGIII-sPLA2 inh 1, DDE Tn7 FP inh 7, DDE Tn6 FP inh 9, KLK7 zymogen act 0.4, UHRF1 MBD2 ctr -2 and PLCg1 inh 0.
For Cc1cc(C)nc(SSc2nc(C)cc(C)n2)n1 the results were NR1D1 modulator -3, ASAP1 GAP inh -17, ARFGAP1 inh 4, PLC-beta3 inh -9, HGIII-sPLA2 inh 4, DDE Tn7 FP inh -1, DDE Tn6 FP inh -8, KLK7 zymogen act 0.1, UHRF1 MBD2 ctr 5 and PLCg1 inh 0.
For NCCSC1CC(=O)N(c2ccc(Cl)c(Cl)c2)C1=O (centres undefined) the results were NR1D1 modulator -3, ASAP1 GAP inh -13, ARFGAP1 inh 9, PLC-beta3 inh -8, HGIII-sPLA2 inh -2, DDE Tn7 FP inh 6, DDE Tn6 FP inh 5, KLK7 zymogen act -0.6, UHRF1 MBD2 ctr 0 and PLCg1 inh -1.
`Cc1ccc(OCCN2C(=O)c3ccccc3C2=O)c(C)c1` gave NR1D1 modulator 3, ASAP1 GAP inh 9, ARFGAP1 inh -7, PLC-beta3 inh 1, HGIII-sPLA2 inh 2, DDE Tn7 FP inh 4, DDE Tn6 FP inh -10, KLK7 zymogen act -0.3, UHRF1 MBD2 ctr 2 and PLCg1 inh 7.
For CC1CCN(C(=O)C2c3ccccc3C(=O)N3CCc4ccccc4C23)CC1 (centres undefined) the results were NR1D1 modulator -3, ASAP1 GAP inh -11, ARFGAP1 inh 0, PLC-beta3 inh -14, HGIII-sPLA2 inh 5, DDE Tn7 FP inh 1, DDE Tn6 FP inh -5, KLK7 zymogen act -0.9, UHRF1 MBD2 ctr 0 and PLCg1 inh -6.
Screening CC1(Cc2ccc(Cl)s2)C(=O)Nc2c(Cl)ccc(Cl)c21 (centres undefined) returned NR1D1 modulator -3, ASAP1 GAP inh 9, ARFGAP1 inh 3, PLC-beta3 inh -4, HGIII-sPLA2 inh -1, DDE Tn7 FP inh -1, DDE Tn6 FP inh -1, KLK7 zymogen act -0.4, UHRF1 MBD2 ctr 3 and PLCg1 inh 0.
`COc1ccc(CNC(=O)C[C@H]2C[C@H](C(=O)N(C(C)C)C(C)C)[C@@]3(C)c4[nH]c5cc(CCC(=O)N(C)C)ccc5c4CCN3C2=O)cc1OC` gave NR1D1 modulator 5, ASAP1 GAP inh 0, ARFGAP1 inh 0, PLC-beta3 inh 1, HGIII-sPLA2 inh -9, DDE Tn7 FP inh -8, DDE Tn6 FP inh -3, KLK7 zymogen act 2.3, UHRF1 MBD2 ctr -1 and PLCg1 inh 5.
`CCN1CCN(c2ccc(N3CCN(C(=O)c4ccc(Br)o4)CC3)nn2)CC1` gave NR1D1 modulator 6, ASAP1 GAP inh 1, ARFGAP1 inh -2, PLC-beta3 inh -152, HGIII-sPLA2 inh 1, DDE Tn7 FP inh -1, DDE Tn6 FP inh -1, KLK7 zymogen act 19*, UHRF1 MBD2 ctr 2 and PLCg1 inh -122.
Screening Cc1ccc(SCCC(=O)OCC(=O)NCC2CCCCC2)cc1 returned NR1D1 modulator 0, ASAP1 GAP inh 0, ARFGAP1 inh -14, PLC-beta3 inh 0, HGIII-sPLA2 inh -13, DDE Tn7 FP inh 3, DDE Tn6 FP inh 9, KLK7 zymogen act 0.0, UHRF1 MBD2 ctr 0 and PLCg1 inh 1.
Screening C=CCNC(=O)c1onc(CS(=O)(=O)c2cc(C)cc(C)c2)c1C(=O)NCC=C returned NR1D1 modulator 4, ASAP1 GAP inh 13, ARFGAP1 inh 11, PLC-beta3 inh -1, HGIII-sPLA2 inh -1, DDE Tn7 FP inh 3, DDE Tn6 FP inh -5, KLK7 zymogen act 0.2, UHRF1 MBD2 ctr 8 and PLCg1 inh 0.
For O=C(O)c1nn(-c2ccccc2)ccc1=O the results were NR1D1 modulator 4, ASAP1 GAP inh -8, ARFGAP1 inh -2, PLC-beta3 inh 0, HGIII-sPLA2 inh -2, DDE Tn7 FP inh 8, DDE Tn6 FP inh -1, KLK7 zymogen act 0.1, UHRF1 MBD2 ctr 3 and PLCg1 inh -2.
CC(=O)N1c2ccc(S(=O)(=O)N3CCCC3C(=O)NCc3ccccc3Cl)cc2CC1C (centres undefined) was read as NR1D1 modulator -5, ASAP1 GAP inh 7, ARFGAP1 inh 1, PLC-beta3 inh 3, HGIII-sPLA2 inh 11, DDE Tn7 FP inh 13, DDE Tn6 FP inh 3, KLK7 zymogen act 0.3, UHRF1 MBD2 ctr 49* and PLCg1 inh 7.
For Cc1cccc(-c2noc(CN(C)C(=O)COc3ccccc3)n2)c1 the results were NR1D1 modulator -5, ASAP1 GAP inh -19, ARFGAP1 inh -27, PLC-beta3 inh -5, HGIII-sPLA2 inh -11, DDE Tn7 FP inh 2, DDE Tn6 FP inh -1, KLK7 zymogen act 0.1, UHRF1 MBD2 ctr -3 and PLCg1 inh -3.
For CC(=O)c1ccc(S(=O)(=O)Oc2ccc(-c3ccc(C(=O)O)cc3)cc2)cc1 the results were NR1D1 modulator -5, ASAP1 GAP inh -11, ARFGAP1 inh 4, PLC-beta3 inh -2, HGIII-sPLA2 inh -4, DDE Tn7 FP inh 2, DDE Tn6 FP inh -4, KLK7 zymogen act 0.3, UHRF1 MBD2 ctr 7 and PLCg1 inh 1.
Screening CCCCCCNc1ccc(C(=O)OCC)cc1 returned NR1D1 modulator 0, ASAP1 GAP inh 6, ARFGAP1 inh 6, PLC-beta3 inh 0, HGIII-sPLA2 inh 12, DDE Tn7 FP inh -4, DDE Tn6 FP inh -2, KLK7 zymogen act -0.8, UHRF1 MBD2 ctr -1 and PLCg1 inh -3.
O=C(NC(=S)NCc1cccnc1)c1ccccc1[N+](=O)[O-] was read as NR1D1 modulator 3, ASAP1 GAP inh 6, ARFGAP1 inh 3, PLC-beta3 inh 2, HGIII-sPLA2 inh 2, DDE Tn7 FP inh -3, DDE Tn6 FP inh -5, KLK7 zymogen act -0.4, UHRF1 MBD2 ctr 1 and PLCg1 inh 3.
`CC(NO)C(C)(C)NO` (centres undefined) gave NR1D1 modulator 5, ASAP1 GAP inh -14, ARFGAP1 inh -2, PLC-beta3 inh 6, HGIII-sPLA2 inh 4, DDE Tn7 FP inh -4, DDE Tn6 FP inh 0, KLK7 zymogen act 0.1, UHRF1 MBD2 ctr -4 and PLCg1 inh 1.
For COC(=O)Cc1c(C)c2ccc(OCC(=O)N(C)C3CCS(=O)(=O)C3)cc2oc1=O (centres undefined) the results were NR1D1 modulator 0, ASAP1 GAP inh 2, ARFGAP1 inh 0, PLC-beta3 inh -117, HGIII-sPLA2 inh 5, DDE Tn7 FP inh 8, DDE Tn6 FP inh 3, KLK7 zymogen act 4.1, UHRF1 MBD2 ctr 2 and PLCg1 inh -80.
N#Cc1c(N)nc2c(c1-c1ccccc1)CCCC2 was read as NR1D1 modulator -1, ASAP1 GAP inh -8, ARFGAP1 inh -12, PLC-beta3 inh -40, HGIII-sPLA2 inh -3, DDE Tn7 FP inh 1, DDE Tn6 FP inh 0, KLK7 zymogen act -5.3, UHRF1 MBD2 ctr -2 and PLCg1 inh -29.
`CC(=O)c1cccc(NC(=O)c2ccc(S(=O)(=O)N3CC(C)OC(C)C3)cc2)c1` (centres undefined) gave NR1D1 modulator -3, ASAP1 GAP inh 14, ARFGAP1 inh 13, PLC-beta3 inh 0, HGIII-sPLA2 inh -2, DDE Tn7 FP inh -11, DDE Tn6 FP inh -2, KLK7 zymogen act 0.2, UHRF1 MBD2 ctr 0 and PLCg1 inh -2.
For Cc1nnc(C)n1N the results were NR1D1 modulator 0, ASAP1 GAP inh 1, ARFGAP1 inh 1, PLC-beta3 inh -5, HGIII-sPLA2 inh 6, DDE Tn7 FP inh -1, DDE Tn6 FP inh 1, KLK7 zymogen act 0.1, UHRF1 MBD2 ctr 10 and PLCg1 inh 0.
For C/C(=N\NC(=O)c1cc2ccccc2cc1O)c1ccc(C)o1 the results were NR1D1 modulator 8, ASAP1 GAP inh 3, ARFGAP1 inh 7, PLC-beta3 inh -94, HGIII-sPLA2 inh 0, DDE Tn7 FP inh -4, DDE Tn6 FP inh -14, KLK7 zymogen act -0.4, UHRF1 MBD2 ctr 0 and PLCg1 inh -54.
Screening COc1ccc(C(=O)ON=C2CCN(c3ccc([N+](=O)[O-])cc3)CC2)cc1 returned NR1D1 modulator -1, ASAP1 GAP inh -7, ARFGAP1 inh -1, PLC-beta3 inh 3, HGIII-sPLA2 inh -7, DDE Tn7 FP inh 2, DDE Tn6 FP inh -3, KLK7 zymogen act 0.3, UHRF1 MBD2 ctr -5 and PLCg1 inh 3.

3 structures out of the list, ordered by length of the SMILES, rising:
`CC(NO)C(C)(C)NO` (centres undefined) gave NR1D1 modulator 5, ASAP1 GAP inh -14, ARFGAP1 inh -2, PLC-beta3 inh 6, HGIII-sPLA2 inh 4, DDE Tn7 FP inh -4, DDE Tn6 FP inh 0, KLK7 zymogen act 0.1, UHRF1 MBD2 ctr -4 and PLCg1 inh 1.
O=C(NC(=S)NCc1cccnc1)c1ccccc1[N+](=O)[O-] was read as NR1D1 modulator 3, ASAP1 GAP inh 6, ARFGAP1 inh 3, PLC-beta3 inh 2, HGIII-sPLA2 inh 2, DDE Tn7 FP inh -3, DDE Tn6 FP inh -5, KLK7 zymogen act -0.4, UHRF1 MBD2 ctr 1 and PLCg1 inh 3.
`CC(=O)c1cccc(NC(=O)c2ccc(S(=O)(=O)N3CC(C)OC(C)C3)cc2)c1` (centres undefined) gave NR1D1 modulator -3, ASAP1 GAP inh 14, ARFGAP1 inh 13, PLC-beta3 inh 0, HGIII-sPLA2 inh -2, DDE Tn7 FP inh -11, DDE Tn6 FP inh -2, KLK7 zymogen act 0.2, UHRF1 MBD2 ctr 0 and PLCg1 inh -2.
